Casp6 inh: blocks human caspase-6 cleavage activity; P55212; purified caspase-6, Z-VEID-R110 cleavage fluorescence; inhibition, % at 12.5 µM; hit rate 0.53% among 350,000;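 active means mean inhibition across replicates at least about 35%, with every replicate also reaching that limit, limit read from the data; inconclusive means only one of the two criteria met; inactive means neither criterion met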;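 further: 0% = median of neutral control wells and 100% = no fluorescence left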
Target sequence (P55212 24-179 limits assumed): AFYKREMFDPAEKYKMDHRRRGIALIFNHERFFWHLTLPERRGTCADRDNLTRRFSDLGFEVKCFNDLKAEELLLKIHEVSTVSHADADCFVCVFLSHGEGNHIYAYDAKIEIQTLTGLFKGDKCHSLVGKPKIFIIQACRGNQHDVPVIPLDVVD
Target sequence (P55212 194-293 limits assumed): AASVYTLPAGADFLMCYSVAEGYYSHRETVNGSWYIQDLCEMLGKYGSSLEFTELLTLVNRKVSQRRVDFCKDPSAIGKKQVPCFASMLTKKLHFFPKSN
DENV2 CPE: DENV2-induced cell death inhibition; DENV2-infected cells, cytopathic effect rescue, plate reader; CPE inhibition, % at 9.99 µM; hit rate 1.7% among 350,000; AID 651640; in the data active means CPE inhibition above about 20%, passing the limit was not always enough; inconclusive means no clear call, values can overlap the other calls; tested in BHK-21 cells;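 further: 0% = median of neutral control wells and 100% = median of positive control wells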
RAD54 branch: blocks human RAD54 Holliday junction branch migration; inhibition, % at 10.4 µM; hit rate 0.14% among 360,000; Q92698; FAM/BHQ fluorescence; AID 602329;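 active means mean normalized replicate activity at least 40 and at least half of replicates scoring 40 or more; inconclusive means only one of the two criteria met; inactive means mean below 40 and under half of replicates reaching 40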;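 further: 0% = median of neutral control wells and 100% = median of positive control wells; inhibitors cause a drop in the FAM fluorescence signal; in these data hits start at about 50%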
Target sequence (Q92698 whole entry, looked up): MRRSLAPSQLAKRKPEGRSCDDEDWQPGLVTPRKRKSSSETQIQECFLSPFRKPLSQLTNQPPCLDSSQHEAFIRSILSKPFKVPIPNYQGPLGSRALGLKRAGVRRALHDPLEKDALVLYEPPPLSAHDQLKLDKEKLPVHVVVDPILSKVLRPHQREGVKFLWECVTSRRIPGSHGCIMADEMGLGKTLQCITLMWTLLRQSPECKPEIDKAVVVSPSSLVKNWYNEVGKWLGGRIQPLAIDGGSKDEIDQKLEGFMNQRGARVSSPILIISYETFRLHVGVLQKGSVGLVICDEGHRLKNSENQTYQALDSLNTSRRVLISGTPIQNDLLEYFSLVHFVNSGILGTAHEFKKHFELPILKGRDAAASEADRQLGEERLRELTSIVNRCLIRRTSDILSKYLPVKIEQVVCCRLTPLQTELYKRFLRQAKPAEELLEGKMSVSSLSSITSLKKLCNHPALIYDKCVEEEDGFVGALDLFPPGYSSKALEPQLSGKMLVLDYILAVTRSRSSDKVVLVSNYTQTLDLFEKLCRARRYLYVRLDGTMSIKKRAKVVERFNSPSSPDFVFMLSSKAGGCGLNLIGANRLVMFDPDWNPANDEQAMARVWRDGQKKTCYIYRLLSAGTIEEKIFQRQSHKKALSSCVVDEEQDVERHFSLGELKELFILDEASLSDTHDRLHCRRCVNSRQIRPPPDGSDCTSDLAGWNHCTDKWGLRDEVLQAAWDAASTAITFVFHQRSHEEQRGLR
F508del corr: correctors of CFTR F508del function in bronchial epithelial cells; AID 720511; activity (quench increase), % at 7.58 µM; CFBE cells, YFP halide quenching; stimulated with forskolin plus potentiator P3; % fluorescence drop versus neutral controls; hit rate 0.36% among 350,000;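 active means mean added fluorescence quench of at least 8% versus neutral control, with both replicates also reaching 8%; inconclusive means only one of the mean or replicate conditions met; inactive means mean below 8% and not both replicates reaching 8%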;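 further: cells transiently co-express mutant CFTR-F508del with the halide-sensitive YFP; corrector assay measuring rescue of mutant channel to the surface after 24 h compound exposure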
E-sel inducer: E-selectin induction on HUVECs; HUVEC E-selectin immunofluorescence imaging; normalized: neutral wells 0, TNF-alpha wells 100; activation, % at 7.58 µM; hit rate 0.37% among 260,000; AID 686992;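 active means mean E-selectin-positive cell signal at least 10% of the positive control, reached in at least 60% of replicates, without over 20% cell loss; inconclusive means no rule given, readout overlaps actives, possibly toxicity-flagged; inactive means the rest, including those meeting only one limit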;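 further: in these data hits start at about 27%; measured in HUVEC primary endothelial cells; signal is the percent of cells scored E-selectin positive by PE staining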
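assay system = HUVEC, human umbilical vein endothelial cells | input = 3,000 HUVEC seeded per well | medium = EGM-2 growth medium on 0.1% gelatin-coated wells | dosing = one compound dose added by pin transfer | signal = immunofluorescence imaging | read-out basis = % PE-positive cells | control set = TNF-alpha, DMSO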
RAD52 anneal inh: blocks human RAD52 DNA annealing. hit rate 0.46% among 360,000. inhibition, % at 18.7 µM. P43351. recombinant RAD52 DNA annealing, FRET fluorescence. AID 651710;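 active means every replicate showing at least 50% inhibition; inconclusive means mean inhibition at least 50% but not in every replicate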
INS-1E GSIS act: primary screen for activators of insulin secretion dependent on glucose, INS-1E cells, GLuc reporter luminescence | INS-1E GLuc reporter insulin secretion, 2-3 h | AID 743287 | activation, % at 16.6 µM | hit rate 0.61% among 370,000;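 active means lowest replicate activation of at least 40%, so every replicate reaches that level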;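 further: 0% = median of neutral control wells and 100% = median of IBMX positive control wells; some compounds called inactive have numbers as strong as hits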
Xi reactivation: reactivates the inactive X chromosome in mouse fibroblasts; XiGFP mouse fibroblasts, % GFP-positive cells imaging, 3 d; cells co-treated with 5-aza-dC sensitizer; scaled so ellipticine positive control = 100%; activation, % at 7.58 µM; hit rate 0.055% among 360,000;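 active means mean normalized replicate activation at least 10% and every replicate at or above 10%; inconclusive means only one of the two criteria met; inactive means mean below 10% and not all replicates reach 10%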;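 further: 0% = median of on-plate neutral control wells and 100% = ellipticine 6 µM median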
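Assay system – SV40-immortalized XiGFP fibroblast cells, line 68-5-11 · Buffer or medium – DMEM supplemented with 5-aza-dC as sensitizing agent · Dosing – one concentration, pinned · Benchmarks – positive control ellipticine, 6 µM final · Times – 3 days compound exposure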
An asterisk follows results filed as active; ? = inconclusive; / = no result given; & = joins results of further samples.

molecule | Casp6 inh | DENV2 CPE | RAD54 branch | F508del corr | E-sel inducer | RAD52 anneal inh | INS-1E GSIS act | Xi reactivation
O=C(COC(=O)c1cccc(S(=O)(=O)N2CCCCCC2)c1)Nc1ccccc1 | 0 | -9 | -3 | 0.8 | 0.0 | -8 | -31 | 0.0
O=C(NN1C(=O)C2C3C=CC(C4CC34)C2C1=O)c1cccc(Br)c1 (centres undefined) | 0 | 1 | / | -0.5 | 0.3 | -15 | 1 | -0.1
O=C(Nc1cccc(F)c1)N1CC(=O)N2[C@H](C1)[C@H](c1ccc(-c3ccccc3)cc1)[C@@H]2CO | 0 | 10 | / | -0.5 | -0.1 | -4 | -9 | 0.0
CCc1noc(C)c1C(=O)Nc1nc2c(C)cc(C)cc2s1 | 1 | 4 | 2 | -4.0 | / | -33 | -15 | 0.0
COc1cccc(-c2cc(C(=O)NC3CCCCC3)no2)c1 | 3 | ? | -2 | 3.3 | / | -9 | -8 | 0.0
COc1ccccc1NC(=O)C1(c2ccccc2)CCCC1 | -2 | 3 | -7 | 1.1 | -2.3 | -4 | 0 | 0.3
C/C=C/c1ccc2c(c1)O[C@@H](CNC)[C@H](C)CN([C@@H](C)CO)S2(=O)=O | / | / | / | -0.5 | -0.1 | / | 21 | 0.5
O=C(CSc1ncnc2ccccc12)c1cccs1 | -8 | / | / | 2.7 | / | -28 | -23 | 0.2
N#Cc1ccc(-c2ccc([C@@H]3[C@H]4CNC[C@@H]3N4Cc3ccc4c(c3)OCO4)cc2)cc1 | / | 6 | / | -4.6 | -0.1 | / | 3 | 0.0
CCCCn1cc2c(c1-c1cccc(C)c1)c(=O)n(C)c(=O)n2C | 1 | -7 | / | 2.5 | 0.5 | -6 | 14 | 0.0
COc1ccc(NC(=O)N(C)[C@H]2C[C@H]3c4[nH]c5c(-c6ccccc6)cccc5c4CCN3C(=O)[C@H]2[C@H](C)O)cc1 | -1 | -7 | / | -2.9 | 0.2 | 18 | -40 | 0.3
Cc1ccc(Cc2c[nH]c(=S)s2)cc1 | -1 | -5 | / | -5.6 | / | -8 | 16 | 0.0
O=C(N/N=C/c1cc2c(cc1Br)OCO2)c1cccnc1 | -1 | -5 | / | 0.8 | / | -14 | 4 | 0.0
O=[N+]([O-])c1ccc(Nc2ccccc2O)c2nonc12 | 9 | ? | -8 | 3.7 | / | -22 | -52 | 0.1
O=C(CSc1ncnc2c1cnn2-c1ccc(F)cc1)NCC1CCCO1 (centres undefined) | -1 | 8 | 3 | 2.7 | -0.2 | -14 | 10 | -0.1
C/C=C/c1cnc2c(c1)C(=O)N([C@@H](C)CO)C[C@H](C)[C@H](CN(C)S(=O)(=O)c1ccc(OC)cc1)O2 | 2 | -13 | 10 | -3.0 | / | -11 | -1 | -0.1
C[C@@H]1CCCCO[C@@H](CN(C)S(C)(=O)=O)[C@@H](C)CN([C@@H](C)CO)C(=O)c2cc(N(C)C)ccc2O1 | / | / | / | -2.3 | 0.3 | / | 3 | 0.1
COc1cc(NC(=O)CSc2nnc(-c3cc(C)on3)o2)cc(OC)c1 | -3 | 6 | 1 | -2.2 | / | -5 | 27 | 0.2
Cc1noc(C)c1S(=O)(=O)Nc1ccc2c(c1)CC(=O)N([C@@H](C)CO)C[C@@H](C)[C@H](CN(C)Cc1ccc(C(=O)Nc3ccccc3N)cc1)O2 | -1 | -1 | 5 | -2.2 | / | 4 | 13 | -0.9
O=C(O)c1cccc(NS(=O)(=O)c2ccc(Oc3ccc(S(=O)(=O)Nc4cccc(C(=O)O)c4)cc3)cc2)c1 | -1 | 2 | / | -0.8 | / | -20 | / | 0.3
N#CCOc1coc(CN2CCN(c3ccccc3)CC2)cc1=O | 0 | -1 | -8 | -0.5 | / | 4 | 11 | 0.0
Clc1cccc(C2CCN(Cc3nc(COc4ccccc4)no3)C2)c1 (centres undefined) | 15 | -12 | 6 | -2.3 | 6.9 | -25 | -11 | 0.5
CO[C@H]1CN(C)C(=O)c2cc(NC(=O)Nc3ccccc3Cl)ccc2OC[C@H](C)NC[C@H]1C | 1 | -2 | 0 | -1.9 | 0.1 | 5 | -1 | 0.3
CSc1ccccc1NC(=O)CNCCCN1CCOCC1 | -1 | 2 | 2 | -0.6 | 0.3 | -9 | 9 | -0.3
CCCOc1ccc(C(C)=O)cc1Cc1c(O)nc(SC)[nH]c1=O | 2 | 0 | -7 | -1.9 | / | -3 | 33 | 0.0
O=C(Nc1cccc(-c2cccc(Cl)c2)c1)C1CCN(Cc2ccccn2)CC1 | -1 | 4 | 0 | 0.2 | / | 33 | -13 | 0.2
CCCn1c(=O)c(C(=O)NNC(=O)c2ccccc2Cl)c(O)c2ccccc21 | 2 | 3 | -2 | -0.4 | / | -4 | 1 | 0.0
COc1cc(OC)c2ccc(=O)oc2c1C(CCN1CCN(c2ccccc2)CC1)c1ccc(N(C)C)cc1 (centres undefined) | 1 | 6 | -10 | 3.7 | / | -26 | -36 | 0.0
COc1ccc(S(=O)(=O)N2CCC3(CC2)CN(C(=O)CN(C)C)[C@H](CO)c2c3c3ccc(OC)cc3n2C)cc1 | -4 | 14 | / | -0.9 | -0.6 | 57* | 3 | -0.1
CCN(C[C@@H]1[C@@H](c2ccc(C3=CCCCC3)cc2)[C@@H](CO)N1C(C)=O)C(C)=O | 1 | -2 | / | -0.2 | 0.5 | -19 | -1 | 0.1
Fc1ccccc1-c1nc(NCC2CC2)nc2ccsc12 | 2 | 13 | 1 | -1.1 | -0.8 | -14 | 22 | 0.0
CN1CCN(NC(=O)c2cccc(C(F)(F)F)c2)CC1 | -5 | -2 | / | -1.7 | 4.2 | -4 | 13 | 0.1
Cc1cc(C)cc(N(CC(=O)N2CCN(c3ccccc3)CC2)S(=O)(=O)c2c(C)noc2C)c1 | 0 | -5 | 7 | 0.4 | / | 6 | -5 | 0.1
CSc1nc(C)cc(OCCO)n1 | 0 | / | 2 | / | / | -13 | -1 | /
Cc1ccc(-n2ccnc(SCC(=O)NC3CCCC3)c2=O)cc1Cl | -1 | -5 | -9 | -2.4 | -0.1 | -11 | 3 | 0.0
COc1ccc(N2CCN(C(=O)COc3ncnc4ccccc34)CC2)cc1 | 4 | 3 | -11 | -1.8 | -0.7 | -9 | -3 | 0.0
COCC(=O)N1[C@H](CO)[C@H](c2ccccc2)C12CN(C(=O)c1ccccc1)C2 | -1 | 3 | / | 0.4 | 0.1 | 1 | 6 | 0.0
COC(=O)c1ccc(SCC(=O)NCc2ccccc2)c([N+](=O)[O-])c1 | -1 | 3 | -1 | -1.1 | 0.0 | 7 | 3 | 0.0
COc1cccc(-c2nc(CS(=O)CC(=O)NC3CCCCC3)c(C)o2)c1 (centres undefined) | -1 | -2 | -9 | 3.2 | 0.1 | -9 | -19 | 0.2
CN(c1ccccc1)S(=O)(=O)c1cccc(NC(=O)c2cccc(C#N)c2)c1 | 1 | 4 | -13 | 1.8 | -0.4 | -53 | 18 | 0.0
O=S(=O)(c1ccccc1)N1CCN=C1SCc1ccccc1 | 0 | 4 | / | / | / | -12 | -19 | 0.0
CN(C)CC(=O)N[C@@H]1CC[C@@H](CCn2cc(C3CCCC3)nn2)O[C@@H]1CO | 1 | -4 | 5 | 0.6 | -0.1 | -2 | -5 | 0.5
Nc1c(N(CCC2=CCCCC2)C(=O)c2ccccc2F)c(=O)[nH]c(=O)n1Cc1ccccc1 | 0 | -2 | 11 | 1.0 | 0.3 | -18 | 4 | 0.9
Cc1ccc(NC(=O)COC(=O)/C(=C/c2cccs2)c2cccs2)cc1S(=O)(=O)N(C)C | -5 | 2 | 1 | -2.1 | -1.1 | -22 | / | 0.0
CCc1ccccc1N(C(=O)c1snc(C(N)=O)c1N)C(C(=O)NCC1CCCO1)c1ccc(C)o1 (centres undefined) | 1 | -2 | 2 | -0.6 | / | -7 | -7 | 0.1
CC(C)NC(=O)N(C)C[C@@H]1Oc2ccc(NS(=O)(=O)c3cccs3)cc2C(=O)N([C@H](C)CO)C[C@H]1C | / | / | / | -1.6 | -4.0 | / | 11 | -1.3
C[C@@H]1CN([C@H](C)CO)C(=O)c2cccc(NS(=O)(=O)c3cccs3)c2O[C@@H]1CN(C)Cc1ccc(Oc2ccccc2)cc1 | -3 | -8 | -2 | -4.6 | 8.3 | -173 | -28 | -0.1
C=CCn1c(N)cc(=O)nc1SCC(=O)N(c1ccccc1)c1ccccc1 | 0 | -3 | 2 | 0.6 | 6.2 | -17 | -1 | 0.5
Cc1noc(C)c1S(=O)(=O)Nc1ccc2c(c1)C(=O)N([C@H](C)CO)C[C@H](C)[C@H](CN(C)C(=O)Nc1ccccc1)OCCCC[C@@H](C)O2 | 2 | 89* | -7 | 0.2 | -0.2 | -10 | 3 | 0.1
COc1ccc(OC)c(NC2c3ncccc3C(=O)N2Cc2ccco2)c1 (centres undefined) | 7 | 5 | -2 | -1.3 | / | -4 | 8 | /
O=C(Nc1nc2c(s1)CCCC2)c1nn(Cc2ccccc2)c(=O)c2ccccc12 | -2 | 1 | / | 6.3 | / | -18 | 13 | 0.2
O=C(CNC(=O)c1ccc2c(c1)OCCO2)N/N=C/c1ccco1 | 3 | 0 | / | 2.0 | 3.4 | 1 | 5 | -0.1
COc1ccc(NC(=O)N(C)C[C@H]2Oc3ncc(C#CC(C)C)cc3C(=O)N([C@@H](C)CO)C[C@@H]2C)cc1 | 2 | 0 | -4 | -3.3 | 0.0 | 15 | -6 | -0.2
COC(=O)C1=CNC=C(C(=O)OC)C1c1cccc2ccccc12 | / | -2 | 5 | -18 | 0.1 | -3 | -13 | 0.1
CC(C)NC(=O)N(C)C[C@H]1Oc2c(NS(=O)(=O)c3cccs3)cccc2C(=O)N([C@H](C)CO)C[C@@H]1C | 4 | -9 | -3 | -1.6&-2.2 | -0.1&0.1 | -20 | 5&9 | 0.1&-0.1
C[C@H](O)C#Cc1ccc2c(c1)O[C@@H](CN(C)C(=O)c1ccccc1)[C@@H](C)CN([C@H](C)CO)S2(=O)=O | -3 | 1 | 1 | 0.6 | 4.5 | 3 | 3 | 0.7
Cc1ccc(CNC(=O)C2CCN(C(=O)c3cccc(Cl)c3)CC2)cc1 | 3 | -8 | 2 | -3.9 | -0.4 | -13 | 19 | 0.0
CCOc1ccc(CCN2C(=O)C(=O)N([C@@H](Cc3ccccc3)CN3CCC[C@H]3CN3C(=O)C(=O)NC[C@@H]3Cc3ccccc3)C[C@@H]2CC(C)C)cc1 | -1 | -10 | / | -0.8 | / | -11 | / | -0.2
CC(C)c1onc(C(=O)NC2CCCCC2)c1[N+](=O)[O-] | -1 | -3 | / | 1.1 | / | -17 | -1 | 0.3
COc1ccc(OC)c(N=C2SCCCN2C(=O)c2ccc(N3C(=O)CCC3=O)cc2)c1 | 2 | -9 | / | -3.7 | 1.6 | -4 | 18 | 0.0
